Screens as filed in PubChem.
ALOX12 inhib – 12-hLO (ALOX12) enzyme inhibition. Potency, µM (top dose mostly 57.1 µM), inactives show top-dose activity change, negative = inhibition, hits mostly inhibitors. actives 0.12% (n = 150,000). AID 1452. purified 12-hLO, xylenol orange hydroperoxide absorbance; also: potency is read from the fitted curve at half-maximal effect; nearly all actives have a fitted effect of over 55% in size; many of its hits are not listed in these tables
Target sequence (P18054 whole entry, looked up): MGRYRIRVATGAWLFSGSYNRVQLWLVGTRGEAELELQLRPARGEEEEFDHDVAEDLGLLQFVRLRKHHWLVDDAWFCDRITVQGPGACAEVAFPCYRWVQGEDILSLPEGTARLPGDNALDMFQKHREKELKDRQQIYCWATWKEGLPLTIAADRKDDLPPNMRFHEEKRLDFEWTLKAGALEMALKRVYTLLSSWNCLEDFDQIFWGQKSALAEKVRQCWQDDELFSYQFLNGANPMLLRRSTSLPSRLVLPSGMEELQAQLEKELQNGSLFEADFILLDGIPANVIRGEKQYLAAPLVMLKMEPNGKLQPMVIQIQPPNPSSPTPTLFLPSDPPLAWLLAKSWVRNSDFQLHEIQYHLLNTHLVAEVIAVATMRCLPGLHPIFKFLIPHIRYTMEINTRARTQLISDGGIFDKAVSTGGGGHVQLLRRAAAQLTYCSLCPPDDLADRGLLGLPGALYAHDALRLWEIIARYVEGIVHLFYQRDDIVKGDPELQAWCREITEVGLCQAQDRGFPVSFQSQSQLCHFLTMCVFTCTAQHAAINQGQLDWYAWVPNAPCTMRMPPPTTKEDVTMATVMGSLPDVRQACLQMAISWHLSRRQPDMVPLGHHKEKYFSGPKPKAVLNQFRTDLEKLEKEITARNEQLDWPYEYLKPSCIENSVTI
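Lipoxygenase turnover measured by absorbance at 573 and 405 nm after Fe-XO development. Human 12hLO 150 nM, arachidonate 40 uM, pH 7.0 Hepes buffer with detergent; 15 min compound preincubation, 30 min reaction.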
15-hLO-2 inh – inhibitors of human 15-lipoxygenase 2 (ALOX15B) | Potency, µM (top dose mostly 57.1 µM), without a hit: at the highest dose activity change, negative = inhibition, usual class: inhibitors | purified 15hLO-2, xylenol orange hydroperoxide absorbance | actives 0.56% (n = 110,000) | O15296; also: potency is read from the fitted curve at half-maximal effect; nearly all actives have a fitted effect of over 60% in size; many of its hits are not listed in these tables
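Enzyme 50 nM, AA 45 uM, 25 mM Hepes pH 7.5 + 0.01% Triton X-100; cpd preinc 15 min RT, rxn 90 min RT; stop/detect with 200 uM XO + 300 uM Fe(II) in 50 mM H2SO4, 30 min; A573/A405.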
PNC assembly inh – blocks assembly of the perinucleolar compartment | PC3M PTB-GFP, PNC prevalence imaging, 16 h; active compounds read low | activity change (PNC), negative = inhibition, % at 10 µM | actives 3.1% (n = 140,000);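 active = readout at or below -70, meaning at least 70% loss of cells showing the perinucleolar compartment, a nuclear body marking cancer cells; inconclusive = readout between -30 and a set limit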;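 also: plate controls were DMSO wells for no effect and camptothecin positive control wells for full effect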
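Read-out is percentage of cells bearing a perinucleolar compartment, from automated 20x imaging of fixed, Hoechst-stained PC3M PTB-GFP cells. Cells were seeded 4 h, then exposed 16 h to compound (23 nl of library stock) in duplicate plates.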
IMPase inh – membrane-permeable compound that blocks inositol monophosphatase; CHO-M1 cells, IP1 accumulation, HTRF TR-FRET ratio; inhibition (IP1 accumulation), % at 46.1 µM; AID 901; 120,000 tested, under 10 active; active = well fitted curve in the direction sought with a large enough effect in the signal ratio, not every such curve was filed as active; inconclusive = small, poorly fitted or top-dose-only effect, or a change in a side signal; inactive = no such curve, though single readings can be large or run the other way; the % refers to the signal ratio;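 also: cells stimulated with carbachol in lithium chloride buffer; plate controls were DMSO basal wells for no effect and reference inhibitor wells for full effect; higher means more IMPase inhibition seen as more IP1 and lower FRET ratio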
Target sequence (P97697 whole entry, looked up): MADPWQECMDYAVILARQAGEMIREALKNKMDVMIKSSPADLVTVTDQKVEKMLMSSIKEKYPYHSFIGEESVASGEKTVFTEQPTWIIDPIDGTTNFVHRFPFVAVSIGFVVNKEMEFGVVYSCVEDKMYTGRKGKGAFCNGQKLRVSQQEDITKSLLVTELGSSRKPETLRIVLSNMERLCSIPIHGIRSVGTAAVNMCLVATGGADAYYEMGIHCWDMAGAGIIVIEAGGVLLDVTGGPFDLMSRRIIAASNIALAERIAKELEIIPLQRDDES
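In this qHTS, compounds (final up to 46 uM) act on CHO-M1 cells that are then activated through the M1 receptor with carbachol, in pH 7.4 buffer containing 50 mM LiCl, for 30 min. IP1 accumulation is quantified by the IP-One immunoassay.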
* hit, by the source's call; ? = inconclusive; / = not tested or not shown; [ ] = another dose, or the depositor's remark. Unless noted, calls follow the shape of the dose curve; as a rule, active = well fitted curve in the direction sought with a large enough effect; inconclusive = small, poorly fitted or top-dose-only effect, or another doubt; inactive = no such curve, though single readings can be large; an effect the other way counts as inactive or inconclusive. Unless noted, % is scaled to controls: 0 for no effect and ±100 for the full control effect. An excerpt; the hit share may differ from the screen's.

Start of the listing, in advance, three compounds:
Results follow in this order: ALOX12 inhib	15-hLO-2 inh	PNC assembly inh	IMPase inh
CC(C)(C)c1ccc(C(=O)c2c[nH]c(C(=O)NCC3CCCO3)c2)cc1 (stereo not given)
→ 1%	7%	26	2
N#Cc1c(/N=C/c2cccs2)sc2c1CCCCC2
→ -11%	-11%	?	-14
Cn1c(SCc2nc(-c3cccs3)no2)nnc1C1CCCCC1
→ 0%	7%[2.29 µM]	?	4

Results (from the top)
Results follow in this order: ALOX12 inhib	15-hLO-2 inh	PNC assembly inh	IMPase inh
CC(C)(C)c1ccc(C(=O)c2c[nH]c(C(=O)NCC3CCCO3)c2)cc1 (stereo not given)
→ 1%	7%	26	2
N#Cc1c(/N=C/c2cccs2)sc2c1CCCCC2
→ -11%	-11%	?	-14
Cn1c(SCc2nc(-c3cccs3)no2)nnc1C1CCCCC1
→ 0%	7%[2.29 µM]	?	4
O=C(CN1CCN(Cc2ccc(Cl)cc2)CC1)N/N=C/c1ccncc1
→ 4%	/	-12	/
Cc1nc2nc(SCC(=O)NCc3ccco3)nn2c(C)c1Cc1c(F)cccc1Cl
→ -3%	-15%	47	-1
Cc1c(C#N)c(N)c(C(=O)c2ccccc2)n1Cc1ccccc1
→ -11%	0%	23	4
COC(=O)[C@@]1(C)C=C[C@@H](Cc2ccccc2)N1C
→ -4%	3%	/	/
CCOC(=O)N1CCN(C(=O)c2oc3ccc(S(=O)(=O)N4CCOCC4)cc3c2C)CC1
→ 8%	-3%	5	10
Cc1cc(NC(=O)CSc2nnc(-c3cccnc3)n2C)no1
→ -3%	6%	-4	6
CCOC(=O)c1ccc(S(=O)(=O)NNC(=O)COc2ccccc2C)cc1
→ 10%	/	17	/
O=C(CSCC(=O)N1CCCc2ccccc21)Nc1nc(-c2ccccc2)cs1
→ -2%	/	8	/
Cc1nc2ncccn2c1-c1csc(Nc2ccccc2)n1
→ 2%	/	?	9
CCOc1ccc(-n2c(SCC(=O)NCc3ccco3)nnc2-c2c[nH]c3ccccc23)cc1
→ -5%	-5%	?	6
O=C(/C=C/c1ccco1)Nc1cccc(NC(=O)/C=C/c2ccco2)n1
→ -6%	/	24	/
CC1CN(c2oc(-c3ccco3)nc2C#N)CC(C)O1 (stereo not given)
→ -8%	-10%	?	0
CCOc1ccccc1Nc1nnc(SCc2ccc(C(=O)OC)o2)s1
→ -14%	-4%	30	4
O=C(CCCCn1c(=O)[nH]c2ccsc2c1=O)NCc1ccc2c(c1)OCO2
→ 1%	0%	8	-8
Cc1ccc2nc(N3C(=O)C(O)=C(C(=O)c4cc5ccccc5o4)C3c3cccs3)sc2c1 (stereo not given)
→ ?	4%	?	?
CCOC(=O)C1C(=O)CC(C)(O)C(C(=O)OCC)C1c1cccc(OC(F)(F)C(F)F)c1 (stereo not given)
→ -7%	-2%	?	-6
O=C(O)c1cc(NS(=O)(=O)c2ccc(N3CCOCC3)c([N+](=O)[O-])c2)cc(C(=O)O)c1
→ -1%	/	10	0

(continued)
Results follow in this order: ALOX12 inhib	15-hLO-2 inh	PNC assembly inh	IMPase inh
c1ccc(-n2c(-c3ccco3)nnc2-c2ccco2)cc1
→ -9%	-6%	-3	1
CCSc1ccc2c(c1)N(CCCN1CCN(C)CC1)c1ccccc1S2
→ 5%[25.6 µM]	16%[25.6 µM]	/	-6[20.6 µM]
CCn1c(SCC(=O)OCC(=O)N2c3ccccc3NC(=O)C2(C)C)nnc1-c1ccco1
→ -5%	-1%	-17	7
Cc1cc(O)c(-c2n[nH]c3c2C(c2cccc(O)c2)N(Cc2cccnc2)C3=O)cc1Cl (stereo not given)
→ -21%	18%	?	5
O=C1CCCCC1S(=O)(=O)c1ccccc1 (stereo not given)
→ 0%	/	-27	/
O=c1c2ccccc2n(Cc2ccc(F)cc2)c(=O)n1C1CCCC1
→ -6%	1%[2.29 µM]	?	3
O=C(CCc1ccccc1)Nc1ccc(N2CCOCC2)cc1
→ -4%	-8%	-6	3
C/C(=N\NC(=O)c1cc(C(C)C)[nH]n1)c1ccco1
→ -1%	/	5	2
O=C(COC(=O)CC1c2ccccc2CCN1S(=O)(=O)c1ccc(F)cc1)Nc1ccccc1 (stereo not given)
→ 0%	/	24	3
CC(C)(C)NS(=O)(=O)c1ccc(CCC(=O)N2CCOCC2)cc1
→ -7%	-9%	27	7
CCOC(=O)CSC1=C(C#N)C(C)C2=C(CCCC2=O)N1 (stereo not given)
→ -4%	-8%	-7	-1
CCCc1nc2sc3c(c2c(=O)n1NC(=O)CCC(=O)O)CCCC3
→ -1%	-2%	?	-1
CCOc1ccc(-c2csc(N)c2C(=O)OC)cc1
→ -12%	-30%	47	2
COc1ccc(-c2nn(-c3ccccc3)cc2/C=N/n2cnnc2)cc1OC
→ -3%	9%	?	10
Cc1nn(C)c(C)c1S(=O)(=O)N1CCC(C(=O)NCCC2=CCCCC2)CC1
→ -3%	-3%	-10	0
CCCCC(=O)NCCc1ccc(OC)cc1
→ -6%	1%	?	4
CCOC(=O)c1c(C)[nH]c(C(=O)COC(=O)CN2C(=O)C3CCCCC3C2=O)c1C (stereo not given)
→ -4%	-6%	14	?
O/N=C/c1cn(-c2ccccc2)nc1-c1ccc2c(c1)OCCO2
→ -3%	-20%	-17	-4
Cc1c(S(=O)(=O)N2CCc3ccccc3C2)c(=O)n(C)c(=O)n1C
→ 6%	-2%	16	5
Cc1cc(C(=O)NNC(=S)NC(=O)/C=C/c2ccccc2Cl)n[nH]1
→ -5%	-20%	33	-3

Carrying on.
Results follow in this order: ALOX12 inhib	15-hLO-2 inh	PNC assembly inh	IMPase inh
N#Cc1ccccc1NC(=O)CSc1nnc(-c2ccc(F)cc2)n1-c1ccccc1
→ -12%	10%	15	-5
O=C1Nc2ccccc2[C@]1(O)Cc1ccccn1
→ -1%[11.4 µM]	3%[11.4 µM]	/	/
O=c1[nH]c2cc3c(cc2cc1C(c1nnnn1C1CCCC1)N1CCCc2ccccc21)OCCO3 (stereo not given)
→ 9%	-8%	38	-1
CCOC(=O)CS(=O)(=O)c1ccc(C(F)(F)F)cn1
→ 0%	4%	?	7
COc1ccc2[nH]c3c(NCc4ccco4)ncnc3c2c1
→ -2%	36%[activator]	?	2
Cc1cc(C(=O)NCC(=O)O)c(C)o1
→ 3%	2%	15	4
COCCn1nnnc1C(CC(C)C)N1CCN(c2cccc(OC)c2)CC1 (stereo not given)
→ -5%	-4%	-5	-3
Nn1cc(-c2ccccc2)nc1SCC(=O)Nc1ccc2c(c1)OCO2
→ -5%	/	?	-7
CCCCC(=O)Nc1ccc2oc(-c3ccncc3)nc2c1
→ -6%	-3%	?	-2
CCc1ccc(C2NC(=S)NC3=C2C(=O)CC(C)(C)C3)cc1 (stereo not given)
→ -9%	/	?	-9
Cn1ncc2c(NCc3ccccc3)ncnc21
→ 3%	2%	22	5
O=C1Cc2ccccc2C(c2ccc(Br)cc2)N1 (stereo not given)
→ 1%	-3%	-28	5
COc1ccc2c(c1)[nH]c1c(=O)n(CCN(C)C)cnc12
→ 3%	2%	?	1
COc1cc(/C=N/NC(=O)CCc2n[nH]c(=O)[nH]c2=O)ccc1O
→ 2%	/	?	-2
O=C(Nc1ccc(Br)cc1)C1CCN(C(=O)c2ccc(F)cc2)CC1
→ -4%	/	?	/
O=S(=O)(NC1CC1)c1ccc(S(=O)(=O)N2CCCC3(CCCCC3)C2)cc1
→ 0%	3%[2.29 µM]	?	2
COc1ccc(C2=C(Nc3ccc(F)cc3)c3ccccc3C2=O)cc1
→ -10%	4%	-13	3
COCCn1c(-c2ccc(-c3ccccc3Cl)o2)nc2c1c(=O)[nH]c(=O)n2CC(C)C
→ -10%	?	4	?
CC(=O)Nc1ccc(C(=O)Nc2ccc(S(=O)(=O)N3CCCC3)cc2)cc1
→ -3%	0%	?	7
COc1ccc(CC(NC(=O)c2ccccc2)C(=O)NCC(=O)O)cc1 (stereo not given)
→ 6%	3%	62	2

Compound profiles, from the list above. Order of screens: ALOX12 inhib, 15-hLO-2 inh, PNC assembly inh, IMPase inh
O=C(CSCC(=O)N1CCCc2ccccc21)Nc1nc(-c2ccccc2)cs1 is listed with -2%, /, 8, /
Cc1cc(NC(=O)CSc2nnc(-c3cccnc3)n2C)no1 is listed with -3%, 6%, -4, 6
Cc1cc(O)c(-c2n[nH]c3c2C(c2cccc(O)c2)N(Cc2cccnc2)C3=O)cc1Cl (stereo not given) is listed with -21%, 18%, ?, 5
O=C1Nc2ccccc2[C@]1(O)Cc1ccccn1 is listed with -1%[11.4 µM], 3%[11.4 µM], /, /
CCCc1nc2sc3c(c2c(=O)n1NC(=O)CCC(=O)O)CCCC3 is listed with -1%, -2%, ?, -1

Continuation:
Results follow in this order: ALOX12 inhib	15-hLO-2 inh	PNC assembly inh	IMPase inh
O=C(Nc1ccccc1-c1ccccc1)c1ccc(NC(=O)c2ccco2)cc1
→ -5%	4%	-1	6
O=[N+]([O-])c1cnccc1Nc1ccc(F)cc1
→ 0%	/	14	-6
CCOC(=O)C1C(=O)NC(N2CCN(Cc3ccccc3)CC2)=NC1c1ccccc1 (stereo not given)
→ -7%	10%	-20	-5
C=CCn1c(SCC(=O)c2cc(C)n(CCOC)c2C)nc2sc(C)c(C)c2c1=O
→ -8%	-4%	-20	4
O=C(/C=C/c1ccccc1Cl)Nn1cnc2ccccc2c1=O
→ -5%	/	22	/
O=C(Nc1ncc2c(n1)-c1ccccc1CC2)c1ccc(Cl)cc1
→ -2%	9%	41	1
CC(C)OC(=O)/C(C#N)=C/c1c[nH]c2ccccc12
→ -5%	/	-23	5
CCOc1ccc(N2C(=O)C3CCCN3C2=O)cc1 (stereo not given)
→ 5%	-1%	9	-2
CCOc1ccc(C(=O)Nc2cccc([N+](=O)[O-])c2)cc1Br
→ 6%	/	-22	/
CCOc1ccc(CNn2nnnc2N)cc1
→ 4%	-1%	15	-7
CCC(C)NC(=O)C1CCCN(S(=O)(=O)c2ccc(-n3cnnn3)cc2)C1 (stereo not given)
→ 7%	0%	-26	-5
Cc1ccc2c(c1)cc(CN(Cc1cccs1)C(=O)c1ccco1)c1nnnn12
→ -5%	-9%	-7	11
CCn1c(Cn2nnc(-c3ccccc3)n2)nnc1SCC(=O)Nc1ccc(C(C)=O)cc1
→ 6%	-2%	?	5
CN(C)CCNc1oc(COc2ccc(-c3ccccc3)cc2)nc1C#N
→ 5%	18%	?	9
O=C(O)C1C2CCC(O2)C1C(=O)Nc1ccc(O)cc1 (stereo not given)
→ -2%	/	90	/
CN1/C(=C\C(=O)c2cccnc2)C(C)(C)c2ccccc21
→ -1%	/	-27	4
CC(NC(=O)Cc1ccccc1[N+](=O)[O-])c1ccccc1 (stereo not given)
→ -4%	/	5	-8
O=C1CCCN1c1ccc(S(=O)(=O)Oc2ccc(Cl)cc2)cc1[N+](=O)[O-]
→ -12%	-8%	-3	7
CC(C)OCCCN1CN(S(=O)(=O)c2ccccc2)c2nc3ccccc3nc21
→ -9%	-7%	47	-13
Cc1cc(C)c(NC(=O)CSc2nnc(-c3ccncc3)n2Cc2ccco2)c(C)c1
→ 0%	2%[2.29 µM]	?	4
C/C(=N/NC(=O)c1ccc(Br)o1)c1ccncc1
→ 3%	/	33	/
